Screening results (PubChem)
LAP4 TOR yeast – modulators of LAP4-GFP expression in yeast, primary screen, S. cerevisiae, multiplex flow cytometry, MLPCN library. 3 h; median GFP as percent of DMSO wells. GFP response vs DMSO, % at 10 µM. hit rate 0.34% among 320,000. AID 2023, 2009;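 active = GFP response vs DMSO above a set limit, about the screen mean plus 3 SD, cut at about 150% in these data; inconclusive = under 70 cell events counted for the yeast strain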
proCasp7 act – procaspase-7 activators, primary screen, counter-screen for procaspase-3 activator project, biochemical, absorbance, HTS, human; recombinant procaspase-7, Ac-DEVD-pNA absorbance 405 nm; D23A/D198A/D206A triple mutant, cannot self-cleave; scale: DMSO 0, 5 µM enzyme 100; activation, % at 8.5 µM; AID 463210, 2010; hit rate 0.093% among 330,000; Caspase-7 (Homo sapiens), P55210;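 active = percent activation above the screen-wide mean plus 3 SD, cut at about 25% in these data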
Target sequence (P55210 whole entry D23A/D198A/D206A): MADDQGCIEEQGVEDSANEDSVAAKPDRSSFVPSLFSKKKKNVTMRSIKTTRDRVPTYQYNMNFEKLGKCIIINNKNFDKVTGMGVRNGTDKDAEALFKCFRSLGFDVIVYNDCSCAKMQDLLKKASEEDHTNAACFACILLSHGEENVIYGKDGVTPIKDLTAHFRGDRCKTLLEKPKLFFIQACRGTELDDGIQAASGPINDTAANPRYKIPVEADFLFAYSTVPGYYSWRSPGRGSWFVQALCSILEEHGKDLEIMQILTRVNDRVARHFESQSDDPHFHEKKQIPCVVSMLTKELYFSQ
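Replicates: singlicate. Assay system: Procaspase-7 triple mutant (PC-7 D3A). Signal: 405 nm absorbance of p-nitroaniline. Times: 1 h preincubation, 2 h reaction. Buffer or medium: Zinc-free HEPES pH 7.4 with 300 mM NaCl, 0.01% Triton X-100. Also added: DEVD-pNA substrate. Benchmarks: DMSO wells as 0%, DMSO with 5 µM added PC-7 as 100%.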
Yeast superoxide – reduction of superoxide in aged yeast, primary screen, HTS; AID 2690, 2010; hit rate 0.18% among 330,000; S. cerevisiae aged cells, superoxide DHE fluorescence; stronger effect = lower value; superoxide response (% of plate mean), % at 10 µM;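 active = superoxide response under a set limit, about three screen SD below normal, cut at about 65% in these data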;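 also: yeast aged for seven days with compound at 30 °C before DHE staining; 100% = average MFI of all compound-treated wells on the plate with controls excluded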
AHR act – AHR activators, primary screen, cell-based, luminescence, luciferase reporter, human | AHR-responsive luciferase reporter cells | activation, % at 5 µM | hit rate 2.5% among 320,000 | AID 2796, 2010; in the data active = activation above about 47%;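 also: 0% = vehicle wells and 100% = reference agonist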
RPL19A-GFP yeast – RPL19A-GFP expression modulators in yeast, primary screen, cell-based, S. cerevisiae, multiplex flow cytometry, MLPCN. hit rate 0.3% among 330,000. percent response vs DMSO, % at 10 µM. S. cerevisiae RPL19A-GFP strain, 3 h; stronger effect = lower value;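 active = percent response vs DMSO below 50%; inconclusive = fewer than 70 events counted for the yeast strain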;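 also: median channel GFP fluorescence of the barcoded RPL19A-GFP strain; ratio of sample median GFP to plate DMSO average so 100% = DMSO; lower means less RPL19A-GFP as with rapamycin TOR inhibition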
MEP2-GFP yeast – modulators of MEP2-GFP levels in yeast, primary screen, S. cerevisiae, multiplex flow cytometry, MLPCN library; AID 2016, 2009; hit rate 0.51% among 330,000; GFP response vs DMSO, % at 10 µM; S. cerevisiae MEP2-GFP strain, 3 h; 100% = DMSO control level;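 active = GFP response versus DMSO above a set limit, roughly screen mean plus 3 SD, cut at about 180% in these data; inconclusive = fewer than 70 cells counted for a yeast strain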;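 also: median GFP fluorescence of the barcode-gated MEP2-GFP cells per well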
JMJD2C inh – inhibitors of GASC-1 histone demethylase, primary screen, biochemical, fluorescence, DELFIA europium | inhibition, % at 2.35 µM | AID 2099, 2009 | Lysine-specific demethylase 4C (Homo sapiens), Q9H3R0 | GST-JMJD2C(1-420) H3K9me3 demethylation | hit rate 0.069% among 330,000;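 active = more than half of a compound's replicate wells show inhibition beyond 50%, single wells judged on their own value; inconclusive = some, but no more than half, of replicates pass 50% inhibition; inactive = no replicate passes 50% inhibition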;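 also: signal counts dimethyl H3K9 product captured on neutravidin plate; 0% = median of DMSO wells and 100% = 0.3 times that DMSO median; strong numbers were not always called active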
Target sequence (Q9H3R0 1-420 limits assumed): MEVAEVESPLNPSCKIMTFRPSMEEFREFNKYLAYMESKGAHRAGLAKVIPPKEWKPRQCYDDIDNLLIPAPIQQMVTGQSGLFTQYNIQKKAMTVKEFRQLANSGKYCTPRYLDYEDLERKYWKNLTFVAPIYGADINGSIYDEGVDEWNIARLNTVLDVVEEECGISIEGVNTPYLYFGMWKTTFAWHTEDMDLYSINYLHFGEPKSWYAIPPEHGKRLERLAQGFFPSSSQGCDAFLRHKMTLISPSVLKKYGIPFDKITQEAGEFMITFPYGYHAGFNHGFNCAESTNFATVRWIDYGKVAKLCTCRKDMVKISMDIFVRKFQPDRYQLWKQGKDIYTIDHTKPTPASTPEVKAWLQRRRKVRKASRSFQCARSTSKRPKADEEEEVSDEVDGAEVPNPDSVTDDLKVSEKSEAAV
procasp3 activ – activators of human procaspase-3 D3A mutant, primary screen, biochemical, absorbance, PC-3 D3A mutant, single concentration | Caspase-3 (Homo sapiens), P42574 | recombinant procaspase-3 D3A, Ac-DEVD-pNA absorbance 405 nm | AID 463141, 2010 | activation, % at 8.5 µM | hit rate 0.11% among 330,000;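 active = activation above the mean of all tested compounds plus 3 SD, cut at about 21% in these data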;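 also: 0% = DMSO alone and 100% = DMSO wells spiked with extra 5 µM PC-3 D3A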
Target sequence (P42574 whole entry D9A/D28A/D175A): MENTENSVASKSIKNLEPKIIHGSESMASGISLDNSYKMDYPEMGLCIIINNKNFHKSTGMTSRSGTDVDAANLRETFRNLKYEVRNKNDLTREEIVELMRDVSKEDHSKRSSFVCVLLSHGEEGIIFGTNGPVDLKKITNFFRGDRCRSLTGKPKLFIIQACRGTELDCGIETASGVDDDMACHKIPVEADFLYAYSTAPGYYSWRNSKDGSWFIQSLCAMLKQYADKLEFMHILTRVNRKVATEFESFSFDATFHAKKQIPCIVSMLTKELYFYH
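Test system: Procaspase-3 D3A mutant; medium: Zinc-free HEPES/NaCl buffer with 0.01% Triton X-100 at pH 7.4; reagent: DEVD-pNA substrate; doses: one concentration, 8.5 µM nominal, 0.8% DMSO; times: 1 h preincubation plus 2 h reaction at 25 °C; signal: Epi-absorbance at 405 nm of released p-nitroaniline, 0 and 120 min; replicates: singlicate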
* hit, by the source's call; ? = inconclusive; / = not tested or not shown.

SMILES	LAP4 TOR yeast	proCasp7 act	Yeast superoxide	AHR act	RPL19A-GFP yeast	MEP2-GFP yeast	JMJD2C inh	procasp3 activ
Cc1cc(NC(=O)c2oc3ccccc3c2C)ccc1-n1cnnn1	114	2	99	99*	92	101	2	-7
COc1cc2c(cc1/C=C1/NC(=O)N(c3ccccc3)C1=O)OCO2	100	-8	89	36	95	94	0	-7
C/C(=C/CCC(C)[C@H]1CC[C@@]2(C)C3=C(CC[C@]12C)[C@@]1(C)CCC(=O)C(C)(C)[C@@H]1CC3)C(=O)O (stereo not given in full)	128	-3	87	0	96	92	-12	-3
Cc1ccccc1Cc1c(C)nc2nc(SCC(=O)NCCCN3CCCCC3)nn2c1C	78	4	94	-2	101	101	-17	-11
CCOC(=O)c1ccc(-c2cccc(C(F)(F)F)c2)nc1C	89	9	100	0	103	104	-3	-2
O=[N+]([O-])c1ccc(CNCc2cc(Cl)ccc2O)cc1	94	1	110	7	110	113	6	-2
Cc1cc(Cl)ccc1OCC(=O)NCC(=O)N/N=C/c1ccco1	92	-4	95	-2	104	105	-3	0
C=CCn1c(N)c(-c2nc3ccccc3n2C)sc1=S	96	-23	99	15	97	99	50*	-4
Cc1nc2c3cc(F)ccc3n(CCN3CCCCC3)c2s1	106	3	95	36	103	104	-15	1
CCOC(=O)c1cccc(Nc2nc(C)cc(C)n2)c1	110	9	90	18	104	100	/	3
CC(C)(C)c1ccc(C(=O)c2c[nH]c(C(=O)NCCCn3ccnc3)c2)cc1	94	4	100	14	99	103	-1	-2
COC(=O)C1C(O)=C(C(C)=N)C(=O)CC1(C)C (stereo not given)	97	5	97	2	99	98	-3	-9
CSc1ccc(Cn2nnc(C(=O)NCCc3ccc(Cl)cc3)c2N)cc1	88	2	104	5	98	97	-4	-2
CCOP(=O)(c1ccccc1)C1(C#N)CC1 (stereo not given)	96	6	101	4	100	106	-2	2
COC(=O)c1ccccc1NC(=O)CSc1nncn1-c1ccccn1	104	-8	104	12	100	114	8	-2

Entries above with an aryl thioether with sulfur outside any ring, in the order listed:
SMILES	LAP4 TOR yeast	proCasp7 act	Yeast superoxide	AHR act	RPL19A-GFP yeast	MEP2-GFP yeast	JMJD2C inh	procasp3 activ
Cc1ccccc1Cc1c(C)nc2nc(SCC(=O)NCCCN3CCCCC3)nn2c1C	78	4	94	-2	101	101	-17	-11
CSc1ccc(Cn2nnc(C(=O)NCCc3ccc(Cl)cc3)c2N)cc1	88	2	104	5	98	97	-4	-2
COC(=O)c1ccccc1NC(=O)CSc1nncn1-c1ccccn1	104	-8	104	12	100	114	8	-2

Remaining list, next part.
SMILES	LAP4 TOR yeast	proCasp7 act	Yeast superoxide	AHR act	RPL19A-GFP yeast	MEP2-GFP yeast	JMJD2C inh	procasp3 activ
Nc1ccc2nc(N3CCOCC3)sc2c1	100	5	96	13	106	100	-2	4
COc1cccc(C(=O)NC(=S)Nc2ccc3[nH]c(=O)[nH]c3c2)c1	96	-12	115	12	106	104	-1	-13
CCOc1ccc(S(=O)(=O)N2CCC(C(=O)NCC3CCCO3)CC2)cc1Cl (stereo not given)	97	-1	108	2	96	91	3	-7
CCS(=O)(=O)c1nc(S(=O)(=O)c2ccc(Cl)cc2)c(NCCCN2CCOCC2)s1	99	5	109	-2	98	99	1	0
CC(=O)Nc1ccc(S(=O)(=O)N2CCc3cc4c(cc3C2)OCCCO4)cc1	86	0	99	4	94	95	23	3
COc1ccc(-n2cnnc2SCC(=O)Nc2cccc([N+](=O)[O-])c2)cc1	101	-6	99	1	110	111	-16	0
COc1cc(OC)c2c(=O)cc(-c3ccccc3)oc2c1	103	-5	88	2	101	102	0	-4
CN(CC(=O)Nc1sccc1C(N)=O)S(=O)(=O)c1ccc(Cl)cc1	97	0	111	2	90	88	8	1
O=C(NC(=S)N1CCOCC1)C12CCC3CC(CC(C3)C1)C2	107	7	89	1	113	107	6	-1
COc1ccc(C2SCC(=O)N2CC23CC4CC(CC(C4)C2)C3)cc1 (stereo not given)	104	-7	105	-3	94	99	0	7
Cn1c(=O)c2c(SCC(=O)NCC3CCCO3)nc(CC(C)(C)C)nc2n(C)c1=O (stereo not given)	109	5	115	-1	102	107	-2	-5
C=CCOc1ccc(C2=NOC(C(=O)Nc3ccc4c(c3)OCCO4)C2)cc1 (stereo not given)	93	3	95	5	77	138	-28	3
Cc1noc(COc2ccc(OCc3nc(C)no3)cc2)n1	98	9	94	3	105	98	1	10
CC(=O)N1N=C(c2ccccc2)CC1c1cccc([N+](=O)[O-])c1 (stereo not given)	95	-5	98	3	110	109	0	-1
O=C(CNC(=O)c1ccc(-c2ccccc2)cc1)OCc1c(Cl)cccc1Cl	90	-2	98	-5	98	100	2	-6
CN1C(C(=O)Nc2ccc(OC(F)(F)F)cc2)=CC(c2ccc3c(c2)OCO3)=NS1(=O)=O	103	-1	101	1	102	105	8	4
CC1(C)CC(NC(=O)C(c2ccccc2)c2ccccc2)CC(C)(C)N1	85	2	82	0	96	95	-2	-1
O=C(COC(=O)/C=C/c1ccco1)NCc1ccccc1Cl	104	-2	89	2	96	95	2	6
O=S(=O)(NC1CCCCC1)c1ccc(F)c2ccccc12	119	14	96	-1	89	89	12	1
O=C(O)CN1C(=O)/C(=C\c2ccccc2OCc2ccc(Cl)cc2)SC1=S	94	-19	117	59*	86	92	-14	-19
O=C(Nc1cc2c(=O)n(-c3ccc(Oc4ccccc4)cc3)ccc2oc1=O)c1ccccc1	112	-1	101	1	88	104	-1	-4
COc1ccccc1N1CCN(C(=O)Cc2cccs2)CC1	104	0	94	1	101	106	-9	3
COc1ccc(S(=O)(=O)Nc2ccc3c(c2)OCO3)cc1C	98	2	94	1	92	95	5	3
COc1cccc(/C=N/NC(=O)c2c(C)nc3ccc(Br)cn23)c1O	94	-16	93	2	103	98	9	-16
COc1ccc(-c2noc(=O)n2Cc2ccc(F)cc2Cl)cc1	93	/	100	/	103	99	-1	/
CC1Oc2ccccc2C(=O)N(CC(=O)c2ccc3c(c2)OCCO3)C1=O (stereo not given)	106	9	88	-3	109	117	9	0
CC1(C)CC(=O)c2cnc(NC(=O)CCc3ccccc3)nc2C1	91	1	91	5	94	85	-5	5
O=C1CCSc2ccc(Cl)cc2N1Cc1ccc(Cl)cc1	110	-12	113	2	/	106	-12	5
O=C(CC(C(=O)O)c1ccc(Cl)cc1)c1ccccc1 (stereo not given)	82	-4	114	2	99	89	-2	-3
CCOC(=O)c1oc2ccccc2c1NC(=O)c1cccs1	102	-1	84	4	97	98	-6	1
CC(=O)N1c2ccccc2Sc2ccccc21	97	/	99	/	99	104	2	/
Fc1ccccc1CNc1ccc(Cl)c(Cl)c1	119	5	98	-1	96	102	-8	4
CCC(C)c1ccccc1OCCn1ccnc1 (stereo not given)	112	-5	118	21	100	139	6	-1
O=C(NCc1cccnc1)c1ccc(COc2ccc(Cl)cc2)cc1	97	6	82	2	102	102	33	-12
CCN(CC(=O)Nc1c(F)cccc1F)C(=O)c1cccc(S(=O)(=O)N(C)c2ccccc2)c1	83	-2	98	2	91	93	1	-2
COc1ccc(C)cc1NC(=S)Nc1ccccc1SC	100	0	87	7	107	106	5	-1
CC(C)(C)C(C(=O)Oc1ccccc1)c1ccccc1 (stereo not given)	94	1	102	-2	97	91	4	6
CCOC(=O)c1ccc(CNCc2ccc(C)cc2)cc1	108	0	111	-3	110	111	7	-2
CCC(C)[C@H](NC(=O)NCCCc1ccccc1)C(=O)OC (stereo not given in full)	103	-3	100	-2	101	104	-19	9
CCN(CC)S(=O)(=O)c1ccc(C(=O)NC(=S)N(CCO)Cc2ccccc2)cc1	93	-4	97	1	104	106	6	-5
COc1cc(OC)c(C2=NOC(C(=O)N3CCCc4ccccc43)C2)cc1Cl (stereo not given)	100	-1	108	-10	95	95	4	5
O=C1CC(c2ccc(F)cc2)CC2=C1C=Nc1ccccc1N2 (stereo not given)	98	9	112	-6	93	97	27	1
CCC(=O)Nc1cccc(-n2nnnc2SCC(=O)c2ccc(C)c(C)c2)c1	96	10	112	9	102	101	-8	7
Cc1ccc(NC(=O)COC(=O)/C=C/c2cccc(Cl)c2)cc1S(=O)(=O)N1CCOCC1	93	-1	99	-1	102	99	-10	-4
COc1ccc(C(=O)OCC(=O)Nc2ccc(F)cc2F)cc1OC	88	6	101	2	92	96	0	-8
COC(=O)c1ccccc1NC(=O)c1nc(S(=O)(=O)Cc2ccccc2)ncc1Cl	108	-5	83	-1	103	106	-6	0
CC1(C)NC(=O)N(CC(=O)OCC(=O)NC(=O)c2ccccc2)C1=O	98	12	98	-1	96	100	-9	7
CCc1ccc(CN(C)C(=O)c2cc(COc3ccc(-n4cncn4)cc3)on2)cc1	87	4	94	3	98	91	3	3
Cc1ccc(C)c(N2CCN(C(=O)c3cn(C)c4ccc(S(=O)(=O)N(C)C)cc4c3=O)CC2)c1	110	-11	89	5	106	102	3	0
CCN(CC)C(=O)C1CC(=O)OC12CCCCC2 (stereo not given)	106	-9	106	-1	103	104	?	3
Cc1ccc2cc(CN(CC3CCCO3)C(=S)NCc3ccco3)c(=O)[nH]c2c1C (stereo not given)	99	-28	92	5	99	90	-5	-13
Cc1ccc(O)c(C(=O)c2cnc3c(c2)CN(CCC(C)C)C(=O)N3)c1	93	1	106	12	102	97	-27	-9
COc1ccc(NC(=O)CCN2C(=O)C3C4CCC(C4)C3C2=O)cc1 (stereo not given)	106	0	89	-2	109	117	-21	-1
CCCSC1C(C)=C(C)C(=O)N1Cc1ccccc1 (stereo not given)	84	-1	105	-1	105	101	11	-3
COc1ccc(C(=O)N(C)C2(C)CCS(=O)(=O)C2)cc1OC (stereo not given)	99	7	102	-1	102	105	-20	4
CCOC(=O)C(C)Sc1ncnc2c1c(-c1ccccc1)cn2-c1ccc(OC)cc1 (stereo not given)	105	12	93	4	105	104	0	-4
CCN(CC)C(=O)CN1C(=O)C(=O)c2ccccc21	100	4	114	4	97	95	4	1
COc1ccccc1NC(=O)c1cc2c(CO)cnc(C)c2oc1=Nc1cc(OC)c(OC)c(OC)c1	100	-3	98	5	99	100	3	0
Cc1cccc(C(=O)NNc2ncnc3c2cnn3C)c1	88	8	113	8	94	83	-1	-3
N/C(CCS(=O)(=O)c1ccc(Cl)cc1)=N\OC(=O)c1ccccc1C(F)(F)F	101	-4	110	0	96	96	14	-2
COC(=O)c1ccc2nc(NC(=O)C3CCCCC3)sc2c1	106	6	95	4	120	122	-5	10
